Screens as filed in PubChem.
CHT allo act: human CHT allosteric activation; Q9GZV3; CHT-expressing cells, membrane potential dye, choline EC20; active compounds read high; LV-AA mutant CHT in HEK293 cells; B-score at 10 µM; hit rate 0.49% among 310,000;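 active = initial fluorescence not abnormally high and integrated response B-score, plate-corrected, over 3 SD above library mean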
Target sequence (Q9GZV3 whole entry, looked up): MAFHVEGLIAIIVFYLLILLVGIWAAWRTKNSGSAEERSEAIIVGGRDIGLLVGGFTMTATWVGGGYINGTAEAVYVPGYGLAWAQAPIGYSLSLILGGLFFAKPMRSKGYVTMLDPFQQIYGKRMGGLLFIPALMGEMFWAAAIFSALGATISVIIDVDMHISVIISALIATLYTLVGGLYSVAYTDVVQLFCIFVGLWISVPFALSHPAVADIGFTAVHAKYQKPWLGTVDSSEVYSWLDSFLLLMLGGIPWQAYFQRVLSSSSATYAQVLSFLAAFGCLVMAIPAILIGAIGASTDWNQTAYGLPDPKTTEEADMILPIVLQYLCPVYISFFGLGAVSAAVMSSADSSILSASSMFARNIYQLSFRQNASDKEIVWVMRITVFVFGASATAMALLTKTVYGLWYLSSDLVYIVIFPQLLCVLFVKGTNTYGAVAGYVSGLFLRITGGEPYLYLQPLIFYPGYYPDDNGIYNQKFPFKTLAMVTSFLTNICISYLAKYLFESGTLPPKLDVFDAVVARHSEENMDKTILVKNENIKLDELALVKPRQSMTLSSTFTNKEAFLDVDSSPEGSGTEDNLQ
CHT inh: inhibits the human high affinity choline transporter; CHT-expressing cells, membrane potential dye, choline response; active compounds read low; B-score at 10 µM; hit rate 0.86% among 310,000; AID 488975;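 active = B-score over 3 SD under the library average, and starting fluorescence ratio not unusually high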;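 note: choline stimulus applied at its EC90 after an EC20 pre-addition; B-score computed on integrated fluorescence ratio after choline addition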
* = called active by the depositor; i = inactive.

Screens in order – CHT allo act, CHT inh
COC(=O)c1c(NC(=O)CCc2ccc(C)o2)sc(C)c1C
 : i, i
CC(C)(CN1CCOCC1)NS(=O)(=O)c1ccccc1
 : i, i
Cc1c(C)c2c(OCC(=O)NCC(O)c3ccccc3)cc3c(c2oc1=O)CCC(C)(C)O3 (stereo not given)
 : i, i
CCCn1c(CCNc2nc(-c3ccc(Cl)c([N+](=O)[O-])c3)cs2)nc2cc(Cl)c(Cl)cc21
 : i, i
Cc1ccc(C)c(CN2CCC(CNC(=O)Nc3ccc(Br)cc3F)CC2)c1
 : i, i
O=C(c1cccc(F)c1)N1CCCC(C(=O)N2CCN(c3ccccc3)CC2)C1 (stereo not given)
 : i, i
COc1ccc(NC(=O)c2ccccc2NC(=O)c2cccs2)cc1
 : i, i
O=C(/C=C/c1ccc(Cl)cc1Cl)c1cccnc1
 : i, i
Cc1ccc(/C=N/NC(=O)C(C)Oc2cccc3ccccc23)o1 (stereo not given)
 : i, i
O=c1n(-c2ccccc2)c(=O)n2n1CCC2
 : i, i
Cn1c(C2=C(O)CN(Cc3ccccc3)C2=N)nc2ccccc21
 : i, i
Cc1ccc(NC(=O)Nc2nnc(-c3ccccc3)o2)cc1
 : i, i
O=C(C1CCN(S(=O)(=O)c2cc(Cl)ccc2Cl)CC1)N1CCCC1
 : i, i
Fc1cccc(NC(=S)N2CCc3ccccc32)c1
 : i, i
O=C(Cn1[nH]c(=O)c2ccccc2c1=O)Nc1ccc(-c2nnc3n2CCCCC3)cc1
 : i, i
O=S(=O)(c1cccc(NC(=S)NCc2ccco2)c1)N1CCOCC1
 : i, i
COc1cccc(NC(=O)CCS(=O)(=O)c2ccc(Br)cc2)c1
 : i, i
CCOC(=O)C1(CC2CCCCO2)CCN(S(=O)(=O)c2cccc(F)c2)CC1 (stereo not given)
 : i, i
CC1CN(c2ccc(Oc3ccccc3)cc2)c2nc3c(c(=O)n(CC(N)=O)c(=O)n3C)n2C1 (stereo not given)
 : i, i
Oc1ccc(C=Nc2cccc3ccccc23)c(O)c1
 : i, i
O=C(c1ccc2c(c1)OCCO2)C1CCN(S(=O)(=O)c2cccc(F)c2)CC1
 : i, i
CCOC(=O)N1CCN(C(=O)CCCn2c(=O)[nH]c3ccccc3c2=O)CC1
 : i, -5.88*
C=CCNC(=O)c1ccc(CN(c2ccc(OCC)cc2)S(=O)(=O)c2ccc(C)cc2)cc1
 : i, i
CCOC(=O)N/C(N)=N/c1nc2ccccc2s1
 : i, i
CC(=O)Nc1ccc(-c2ccccc2)s1
 : i, i
CCOc1ncccc1C(=O)OCC(=O)c1ccc(F)cc1
 : i, i
O=C(O)C(Cc1c[nH]c2ccccc12)NS(=O)(=O)c1ccc(Br)cc1 (stereo not given)
 : i, i
CSc1nc(C)cc(-c2cc(C(=O)Nc3ccccc3)on2)n1
 : i, i
CC(C)C1N(C(=O)N2CCOCC2)CCN1S(=O)(=O)c1ccccc1 (stereo not given)
 : i, i
COC(=O)CC1C(=O)NC2CCCCC2N1C(=O)c1ccccc1 (stereo not given)
 : i, i
CCn1c(=O)cc(SCC(=O)NCc2ccc(C)o2)c2ccccc21
 : i, -5.08*
COc1cccc2c(=O)c(C(=O)NCc3cccs3)c[nH]c12
 : i, i
Cc1cc(C)c(NC(=S)N(CCCN2CCOCC2)Cc2cccnc2)c(C)c1
 : i, i
C=CCN(C(=O)CCc1ccccc1OC)c1nc(-c2ccc(S(C)(=O)=O)cc2)cs1
 : i, i
O=C(Cc1ccccc1)Nc1ccc(C(=O)NCc2ccccc2)cc1
 : i, i
CC(=O)C1=C(O)C(=O)N(c2ccc(Br)cc2)C1c1ccc([N+](=O)[O-])cc1 (stereo not given)
 : i, i
CCCOc1ccc(N2C(=O)CC(N3CCOCC3)C2=O)cc1 (stereo not given)
 : i, i
CN(Cc1ccc(F)cc1)C(=O)c1cc(COc2ccc(-n3cncn3)cc2)on1
 : i, i
CC(=O)N1CCN(CC(=O)Nc2ccc(SC(F)F)cc2)CC1
 : i, i
Cc1ccc(-c2csc3nc(C)n(-n4cccc4)c(=O)c23)o1
 : i, i

Reformatted with each value named: entries from further up
COc1cccc2c(=O)c(C(=O)NCc3cccs3)c[nH]c12
- CHT allo act: i
- CHT inh: i
Cc1cc(C)c(NC(=S)N(CCCN2CCOCC2)Cc2cccnc2)c(C)c1
- CHT allo act: i
- CHT inh: i
C=CCN(C(=O)CCc1ccccc1OC)c1nc(-c2ccc(S(C)(=O)=O)cc2)cs1
- CHT allo act: i
- CHT inh: i
O=C(Cc1ccccc1)Nc1ccc(C(=O)NCc2ccccc2)cc1
- CHT allo act: i
- CHT inh: i

New compounds follow:
Screens in order – CHT allo act, CHT inh
CCNCc1cc(Br)c(OCC(=O)Nc2ccccc2)c(OC)c1
 : i, i
Cc1oc(C)c2c(=O)ccc3c(c12)OC(N)=C(C#N)C3c1ccccc1 (stereo not given)
 : i, i
c1ccc(-n2ncc3c(NCc4ccccn4)ncnc32)cc1
 : i, i
CCOC(=O)C1=C(C)N(c2ccc(Cl)cc2)C(=O)NC1c1cccc([N+](=O)[O-])c1 (stereo not given)
 : i, i
C#CCN(C)Cc1ccccc1
 : i, i
O=C(CCS(=O)(=O)c1cccc2nonc12)Nc1ccc(Br)cc1
 : i, i
CC(=O)NNC(=S)NC(=O)c1ccccc1
 : i, i
CC(C)N1C(=O)CCC1C(=O)N1CCN(c2ccc(F)cc2)CC1 (stereo not given)
 : i, i
O=C(NCCCCc1ccccc1)c1cccc(Br)c1
 : i, i
CCOC(=O)N1CCN(C(=O)CN(c2cc(C(F)(F)F)ccc2Cl)S(C)(=O)=O)CC1
 : i, i
O=C(COc1ccc(Cl)cc1)NCCc1ccccn1
 : i, i
CCOC(=O)c1ccc(S(=O)(=O)NCC(C)(C)N2CCOCC2)cc1
 : i, i
O=C(OCc1ccc([N+](=O)[O-])cc1)c1cc(S(=O)(=O)N2CCCCC2)ccc1N1CCOCC1
 : i, i
N#CCCN(Cc1cccnc1)C(=O)c1ccc(S(=O)(=O)N2CCOCC2)cc1
 : i, i
CCCOC(=O)Nc1ccc(N2CCCCC2)cc1
 : i, i
CC(C)C(C)(C#N)NC(=O)CSc1nc2scc(-c3ccco3)c2c(=O)n1-c1ccccc1 (stereo not given)
 : i, i
COc1cc(Cl)c(C)cc1NC(=O)c1ccc2c(c1)OCO2
 : i, i
COc1ccc(N=Nc2c(N)n[nH]c2N)cc1
 : i, i
COc1ccccc1NC(=O)COC(=O)COc1cccc2c1OC(C)(C)C2
 : i, i
O=C(NC1=NCCS1)c1ccc(N2CCCC2=O)cc1
 : i, i

Carrying on.
| Molecule | CHT allo act | CHT inh |
| --- | --- | --- |
| COc1ccc([N+](=O)[O-])cc1NC(=O)CCNC(=O)Cn1ccc2ccccc2c1=O | i | i |
| O=C(CCn1nc(-c2ccc(Cl)cc2)ccc1=O)NCc1ccccn1 | i | i |
| CC(C)c1cc(=O)n2c(nc3ccccc32)[nH]1 | i | i |
| O=c1[nH]c(Cc2cccs2)nc2scc(-c3ccc(Cl)cc3)c12 | i | i |
| Cc1ccc(NC(=O)c2cc3cc(OC(F)(F)F)ccc3[nH]2)cc1 | i | i |
| COc1ccccc1CNC(=O)COC(=O)c1cccnc1SCC(=O)NCc1ccccc1OC | i | i |
| Nc1nnc(-c2ccc(Cl)cc2Cl)s1 | i | i |
| O=C(CCNC(=O)c1ccc([N+](=O)[O-])cc1)Nc1ccc(F)c(F)c1F | i | i |
| CN1C[C@@H]2C(c3ccc(C(F)(F)F)cc3)C3(c4ccc(C#N)cc4)CC2(C3)[C@H]1c1ccccc1 (stereo not given in full) | i | i |
| COc1cccc(-c2cccc(NC(=O)C3CCN(Cc4ccc(CO)o4)CC3)c2)c1 | i | i |
| COc1cccc(NC(=S)NC(=O)/C=C/c2ccc(F)cc2)c1 | i | i |
| CCC(Oc1ccc2ccccc2c1)C(=O)O (stereo not given) | i | i |
| O=S(=O)(c1cnc[nH]1)N1CCc2ccccc21 | i | i |
| Cc1nn(-c2ccccc2)c2nc(-c3ccco3)cc(C(=O)O)c12 | i | i |
| COc1ccc2cc(-c3cc(C(=O)O)c4ccccc4n3)ccc2c1 | i | i |
| CCOC(=O)c1ccc(NC(=O)N2CCN(C3CCCCC3)CC2)cc1 | i | i |
| CCN1C(=O)C(=O)N(Cc2ccc(OC)c(F)c2)C1=O | i | i |
| Cc1ccc(-c2cc(C(F)F)n3ncc(C(=O)Nc4ccc(S(=O)(=O)Nc5ccccc5C)cc4)c3n2)cc1 | i | i |
| Cc1ccccc1COC(=O)CNC(=O)c1sc2ccccc2c1Cl | i | i |
| Cc1nnc(NC(=O)CC23CC4CC(CC(C4)C2)C3)s1 | i | i |
| Cc1ccc(/C=C2\SC(=S)N(CCCC(=O)Nc3cccnc3)C2=O)cc1 | i | i |
| Cc1ccc(-c2nc(CS(=O)(=O)CC(=O)NCCCN3CCOCC3)c(C)o2)cc1 | i | i |
| COCc1cc(=O)n2[nH]c(-c3ccco3)cc2n1 | i | i |
| CN(C)c1ccc(-c2nnn(CC(=O)N3c4ccccc4CCc4ccccc43)n2)cc1 | i | -7.21* |
| CN(C)CCNC(=O)c1cc(Sc2ccc(F)cc2)nc2ccccc12 | i | i |
| CCC(C)c1ccc(O)c(NC(=S)NC(=O)c2cccnc2)c1 (stereo not given) | i | i |
| c1ccc(-c2nn3c(C4CCCCC4)nnc3s2)cc1 | i | i |
| Oc1ccc(N=Cc2cc(Br)c(N3CCOCC3)o2)cc1 | i | i |
| NC(=O)c1nnn(-c2ccccc2)c1N | i | i |
| Cc1ccc(N2C(=O)c3ccccc3C2=O)cc1Cl | i | i |

Single records, from the list above. Order of values: CHT allo act | CHT inh
Cc1ccc(-c2nc(CS(=O)(=O)CC(=O)NCCCN3CCOCC3)c(C)o2)cc1 reads i | i
c1ccc(-c2nn3c(C4CCCCC4)nnc3s2)cc1 reads i | i
Cc1ccc(N2C(=O)c3ccccc3C2=O)cc1Cl reads i | i
CN(C)c1ccc(-c2nnn(CC(=O)N3c4ccccc4CCc4ccccc43)n2)cc1 reads i | -7.21*

The results go on.
| Molecule | CHT allo act | CHT inh |
| --- | --- | --- |
| COCCNc1c2c(c(C#N)c3nc4ccccc4n13)CCCC2 | i | i |
| CC1=C(C#N)S(=O)(=O)C(C#N)C(c2ccccc2)C1 (stereo not given) | i | i |
| CSc1ccccc1NC(=O)COc1ccc(S(=O)(=O)N2CCCC2)cc1 | i | i |
| CC1=C([N+](=O)[O-])C(c2ccccc2Cl)NC(=O)N1 (stereo not given) | i | i |
| O=C(NCCCN1CCN(c2ccccc2F)CC1)C1CCN(S(=O)(=O)N2CCOCC2)CC1 | i | i |
| CC(NC(=O)c1ccccc1F)c1nnc(SCC(=O)N2CCN(c3ccccc3)CC2)n1C (stereo not given) | i | i |
| CN(CC(=O)Nc1ccccc1Cl)C(=O)c1cc(=O)[nH]c2ccccc12 | i | i |
| C/C(=N\NC(=O)c1cc2c(s1)CCC(C)C2)c1cccnc1 (stereo not given) | i | i |
| N#C/C(=C\c1cccnc1)c1ccc([N+](=O)[O-])cc1 | i | i |
| Cn1c(=O)n(C)c2cc([N+](=O)[O-])c(N3CCN(S(=O)(=O)c4ccccc4)CC3)cc21 | i | i |
| Cc1c(C(=O)N(C)C2CC(C)(C)NC(C)(C)C2)oc2c(F)cccc12 | i | i |
| COC(=O)C(c1ccccc1)C(C(=O)OC)c1ccccc1 (stereo not given) | i | i |
| O=C(CCn1cnc2ccccc2c1=O)Nc1ccc(S(=O)(=O)N2CCCCC2)cc1 | i | i |
| COc1ccc(CCN(C)C(=O)C2CCN(Cc3ccccc3)CC2)cc1OC | i | i |
| CCOC(=O)C1CCCN(C(=O)c2cccc(S(=O)(=O)N(Cc3ccccc3)c3ccccc3OC)c2)C1 (stereo not given) | i | i |
| Cn1c(CN2CCOCC2)nnc1SCC(N)=O | i | i |
| O=C(NCCN1CCNCC1)c1ccccn1 | i | i |
| Cc1cc(C)c(S(=O)(=O)NCc2ccccn2)cc1C | i | i |
| COc1ccc(Br)cc1/C=N/n1c(COc2ccccc2)n[nH]c1=S | i | i |
| COc1ccc(CCNc2nnc(Sc3nnnn3-c3ccccc3)s2)cc1OC | i | i |
| CSc1ccccc1NC(=O)Cc1ccccc1 | i | i |
| O=C(O)Cc1ccc(NC(=O)COc2ccc3ccccc3c2)cc1 | i | i |
| O=C(Nc1ccc(S(=O)(=O)Nc2nccs2)cc1)c1cccc(N2C(=O)c3ccccc3C2=O)c1 | i | i |
| CCCN(CCC(=O)Nc1ccccc1F)CC1CC1 | i | i |
| Cc1cccc(NC(=O)CN(CCc2ccccc2)S(C)(=O)=O)c1 | i | i |
| O=C1NC(c2ccc(-c3ccccc3[N+](=O)[O-])o2)C(C(=O)c2ccc(F)cc2)C(O)(C(F)(F)F)N1 (stereo not given) | i | i |
| COCCNC(=O)C1CCC(Cn2c(=S)[nH]c3ccccc3c2=O)CC1 (stereo not given) | i | i |
| COC1=C(Nc2ccc(C)cc2)C(=O)c2ccccc2C1=O | i | i |
| COc1ccc([C@@H]2[C@@H]3C(=O)N(C(C)(C)C)C(=O)[C@@H]3[C@]3(Cc4ccc(Cl)cc4)C(=O)N(c4cccc(Br)c4)C(=O)N23)cc1 | i | i |
| Oc1c(Br)cc(C2N=C(c3ccccc3Cl)NO2)cc1Br (stereo not given) | i | i |
| COCCNc1nnc(SCC(=O)N(C)c2c(N)n(Cc3ccccc3)c(=O)[nH]c2=O)s1 | i | i |
| O=C1CCCN1CCCNS(=O)(=O)c1ccc(Br)s1 | i | i |
| CCS(=O)(=O)N1Cc2ccccc2CC1C(=O)Nc1nc2ccc(F)cc2s1 (stereo not given) | i | i |
| Cc1ccc(NC(=O)Nc2ccc3oc(C)nc3c2)cc1 | i | i |
| O=C(COC(=O)/C=C/c1ccc(F)cc1)Nc1ccccc1-c1ccccc1 | i | i |
| CC(=O)NC(c1ccc(Cl)cc1)c1c(O)ccc2ccc(O)cc12 (stereo not given) | i | i |
| CCOC(=O)/C(C(N)=NCc1ccco1)=C(/O)c1ccccc1 | i | i |
| O=C(CSc1nnnn1-c1cccnc1)Nc1ccccc1F | i | i |
| C[n+]1ccccc1/C=C/c1ccccc1Cl | i | i |
